Screening data: PubChem BioAssay, several laboratories
iPSC survival up: enhancers of human iPSC single-cell survival; survival enhancement, % at 20 µM; hiPSC single-cell survival, ATPlite luminescence; 100% = ROCK inhibitor wells, 0% = DMSO; 360,000 compounds, 0.044% hits; in the data active means survival enhancement above about 18%;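 further: cells exposed to compounds for 16 hours before the ATP read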
NR2E3 ag-1: activates human photoreceptor nuclear receptor NR2E3. GST-NR2E3/biotin-RetCOR TR-FRET, 1536-well. AID 2300. Q9Y5X4. inhibition of corepressor binding, % at 4.78 µM. 320,000 compounds, 0.12% hits;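 active means percent inhibition above the cutoff of mean plus 3 SD of all tested compounds, set per screening campaign, cut at about 20% in these data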;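 further: 0% = DMSO wells and 100% = biotin wells as full block of FRET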
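Test system: GST-NR2E3 and biotin-RetCOR proteins | Quantity: 1.35 nM GST-tagged NR2E3 final | Medium: Tris pH 7.5 | Also added: 7 nM biotin-RetCOR | Dosing: Compound at 4.8 µM, single dose | Timing: 5 h at 4 °C | Detection: Time-resolved FRET | Read-out basis: Percent inhibition | Benchmarks: Biotin wells as high control, 0.6% DMSO wells as low control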
TRPM1 prom inh: MITF TRPM1 promoter inhibition in SK-MEL-5 cells; SK-MEL-5 TRPM1 promoter luciferase, 24 h; inhibition, % at 12.5 µM; 330,000 compounds, 0.83% hits; AID 488899;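 active means mean inhibition across replicates of 60% or more, whatever share of single replicates reaches that level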; further: values of inactives mirror those of a sister screen read the other way
CaV13 FRET inh: Disruptors of the CACNA1D IQ motif to Ca2+-dependent inactivation inhibitor domain association, primary screening, Förster resonance energy transfer in intact living …; AID 743397; inhibition, % at 12.3 µM; HEK cells, CFP/YFP FRET ICDI-IQ, plate reader, 10 min; percent FRET-ratio fall versus neutral wells; 340,000 compounds, 0.098% hits;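 active means mean replicate inhibition of at least 30% and at least 1% of replicates passing that level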;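 further: 0% = median of the neutral control wells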
NR2E3 ag-2: activates human NR2E3 receptor | Q9Y5X4 | CHO-S Gal4-NCOR/VP16-NR2E3 two-hybrid, luciferase | inhibition of corepressor binding, % at 3.98 µM | 360,000 compounds, 0.35% hits | AID 602229;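 active means inhibition above the mean of all tested compounds plus 3 SD, cut at about 70% in these data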;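 further: 0% = DMSO with NR2E3 transfected cells and 100% = cells lacking NR2E3 construct; higher means lower luciferase signal from less NR2E3 corepressor binding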
Shn3 inh set2: inhibitors of Schnurri-3 3'UTR reporter in osteoblasts; Clone20 osteoblast Shn3 3'UTR firefly luciferase, 24 h; AID 588674; inhibition, % at 12.5 µM; 360,000 compounds, 0.52% hits;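 active means mean inhibition of at least 75% with every replicate also reaching 75%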;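 further: 0% = median of neutral control wells and 100% = pilot-screen positive control compound; some compounds past the cut are filed as inactive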
Cardio protect: modulators protecting cardiomyocytes from myocardial damage; H9c2 cardiomyocytes, H2O2 injury protection, ATPLite, 2 h; protection from H2O2 cell death, % at 20 µM; 360,000 compounds, 0.63% hits;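 active means compounds giving at least 50% protection of heart cells from peroxide-induced death in the single-dose screen, raw or plate-pattern-corrected value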;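 further: 0% = DMSO wells with peroxide and 100% = DMSO wells without peroxide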
m5-HT2A agonist: activates the mouse 5-HT2A serotonin receptor; AID 624169; CHO-K1 mHTR2A beta-arrestin complementation, luminescence; percent of 30 µM serotonin response; 360,000 compounds, 0.66% hits; activation, % at 7.6 µM; P35363;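 active means activation above a run cutoff, the mean activation of all tested compounds plus 3 SD, cut at about 14% in these data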;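 further: 0% = plate median of compound wells and 100% = 30 µM serotonin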
Target sequence (P35363 whole entry, looked up): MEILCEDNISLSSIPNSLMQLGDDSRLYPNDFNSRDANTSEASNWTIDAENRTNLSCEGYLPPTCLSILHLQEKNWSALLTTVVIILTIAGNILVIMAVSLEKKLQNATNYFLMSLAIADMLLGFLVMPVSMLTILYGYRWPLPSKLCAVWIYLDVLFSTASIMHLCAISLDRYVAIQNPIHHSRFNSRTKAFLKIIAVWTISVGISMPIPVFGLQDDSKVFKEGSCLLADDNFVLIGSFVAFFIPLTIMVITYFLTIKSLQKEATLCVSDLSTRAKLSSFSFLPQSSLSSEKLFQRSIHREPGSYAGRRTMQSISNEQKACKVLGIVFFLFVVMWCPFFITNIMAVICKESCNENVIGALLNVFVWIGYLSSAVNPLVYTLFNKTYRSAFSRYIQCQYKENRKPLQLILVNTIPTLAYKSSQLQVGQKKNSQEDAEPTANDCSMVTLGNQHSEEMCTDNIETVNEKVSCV
Peg3 promoter: reduces Peg3 promoter-driven luciferase expression in HeLa; HeLa PEG-Prom luciferase reporter, luminescence, overnight; inhibition, % at 20 µM; 360,000 compounds, 1.7% hits;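 active means inhibition of at least 50% at 20 µM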
HIF-2a inh: blocks HIF-2a reporter activity; 786-0 RCC cells HIF-2a reporter, luciferase luminescence, overnight; inhibition, % at 18.8 µM; 360,000 compounds, 0.72% hits;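 active means inhibition of the luminescence signal of 40% or more relative to plate controls, in a single-dose primary screen at 18.75 µM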
PDI turbidity: PDI (human) enzyme inhibition; P07237; PDI insulin aggregation turbidity, A650, 90 min; inhibition, % at 10 µM; 350,000 compounds, 0.052% hits; AID 588391;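 active means mean inhibition across replicates of 30% or more, whatever share of single replicates reach that level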;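 further: absorbance from insulin aggregation driven by PDI reduction with DTT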
Target sequence (P07237 whole entry, looked up): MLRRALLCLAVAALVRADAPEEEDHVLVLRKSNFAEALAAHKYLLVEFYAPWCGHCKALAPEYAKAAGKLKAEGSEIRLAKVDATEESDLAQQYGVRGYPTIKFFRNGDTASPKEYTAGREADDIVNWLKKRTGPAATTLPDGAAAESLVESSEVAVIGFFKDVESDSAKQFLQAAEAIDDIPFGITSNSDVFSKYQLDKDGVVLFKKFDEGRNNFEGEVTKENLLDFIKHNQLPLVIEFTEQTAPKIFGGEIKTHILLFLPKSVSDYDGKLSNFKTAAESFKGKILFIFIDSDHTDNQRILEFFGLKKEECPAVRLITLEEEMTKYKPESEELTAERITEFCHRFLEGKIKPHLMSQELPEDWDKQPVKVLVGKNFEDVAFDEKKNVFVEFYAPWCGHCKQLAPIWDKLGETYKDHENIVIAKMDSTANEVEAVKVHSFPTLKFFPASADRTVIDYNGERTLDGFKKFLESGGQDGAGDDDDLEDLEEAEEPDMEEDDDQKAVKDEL
Numbers without * were called inactive.

CCOC(=O)C1(CCc2ccccc2)CCN(Cc2cccc3cnccc23)CC1 was read as iPSC survival up 0.3, NR2E3 ag-1 2, TRPM1 prom inh 18, CaV13 FRET inh -3, NR2E3 ag-2 -6, Shn3 inh set2 79, Cardio protect -11, m5-HT2A agonist -8, Peg3 promoter 20, HIF-2a inh 18 and PDI turbidity 3.
`CCOC(=O)c1sc(/N=C/c2c(O)n(-c3ccccc3)c(=O)[nH]c2=O)c(C#N)c1C` gave iPSC survival up -4.2, NR2E3 ag-1 1, TRPM1 prom inh 10, CaV13 FRET inh -6, NR2E3 ag-2 15, Shn3 inh set2 2, Cardio protect -1, m5-HT2A agonist 6, Peg3 promoter 2, HIF-2a inh -6 and PDI turbidity -1.
O=C(c1cc2c(s1)CCCCCC2)N1CCC2(CC1)OCCO2 was read as iPSC survival up 2.0, NR2E3 ag-1 3, TRPM1 prom inh 10, CaV13 FRET inh -5, NR2E3 ag-2 -12, Shn3 inh set2 53, Cardio protect -1, m5-HT2A agonist 7, Peg3 promoter -21, HIF-2a inh -15 and PDI turbidity 1.
O=C(C[n+]1ccn(CCCNP2(=O)C=C(c3ccccc3)OC(c3ccccc3)=C2)c1)c1ccccc1 was read as iPSC survival up -0.1, NR2E3 ag-1 -1, TRPM1 prom inh 9, CaV13 FRET inh -4, NR2E3 ag-2 7, Shn3 inh set2 4, Cardio protect 6, m5-HT2A agonist -2, Peg3 promoter -9, HIF-2a inh -2 and PDI turbidity -1.
Screening CC(=O)c1ccc(-c2ccccc2)cc1 returned iPSC survival up -2.1, NR2E3 ag-1 4, TRPM1 prom inh -26, CaV13 FRET inh -3, NR2E3 ag-2 -33, Shn3 inh set2 -37, Cardio protect -4, m5-HT2A agonist 1, Peg3 promoter -160, HIF-2a inh -146 and PDI turbidity -7.
Cc1cc(C)cc(NC(=O)CCNC(=O)N2C[C@H]3C[C@@H](C2)c2cccc(=O)n2C3)c1 was read as iPSC survival up -2.0, NR2E3 ag-1 1, TRPM1 prom inh 8, NR2E3 ag-2 -43, Shn3 inh set2 -10, Cardio protect 5, m5-HT2A agonist -1, Peg3 promoter -1 and HIF-2a inh 9.
O=C(CCl)Nc1nccs1 was read as iPSC survival up 0.0, NR2E3 ag-1 0, TRPM1 prom inh 15, CaV13 FRET inh -6, NR2E3 ag-2 -1, Shn3 inh set2 12, Cardio protect -4, m5-HT2A agonist 4, Peg3 promoter 23, HIF-2a inh 5 and PDI turbidity -1.
`CC(NC1CCCCC1)C(O)C12CC3CC(CC(C3)C1)C2` (stereo not drawn) gave iPSC survival up -1.7, NR2E3 ag-1 6, TRPM1 prom inh -6, CaV13 FRET inh -5, NR2E3 ag-2 26, Shn3 inh set2 -3, Cardio protect 4, m5-HT2A agonist -2, Peg3 promoter -4, HIF-2a inh -16 and PDI turbidity 1.
For O=c1[nH]c(=O)n(Cc2ccco2)c(O)c1/C=N/N1CCCCCC1 the results were iPSC survival up 0.5, NR2E3 ag-1 1, TRPM1 prom inh 4, CaV13 FRET inh -5, NR2E3 ag-2 20, Shn3 inh set2 14, Cardio protect -1, m5-HT2A agonist 11, Peg3 promoter 22, HIF-2a inh 13 and PDI turbidity -2.
Screening Cc1cccc(CN2CCN(C(=O)Cc3ccccc3)CC2)c1 returned iPSC survival up -0.8, NR2E3 ag-1 3, TRPM1 prom inh 11, CaV13 FRET inh -6, NR2E3 ag-2 -10, Shn3 inh set2 -15, Cardio protect -7, m5-HT2A agonist 14, Peg3 promoter 18, HIF-2a inh 17 and PDI turbidity -5.
O=C(Nc1ccc(C(F)(F)F)cc1)c1cccn(Cc2ccc3c(c2)OC(F)(F)O3)c1=O was read as iPSC survival up -2.2, NR2E3 ag-1 -1, TRPM1 prom inh 4, CaV13 FRET inh -4, NR2E3 ag-2 10, Shn3 inh set2 -2, Cardio protect -24, m5-HT2A agonist 4, Peg3 promoter -21, HIF-2a inh -43 and PDI turbidity -2.
`CCCCn1nnnc1C(c1cccc2ccccc12)N1CCC2(CC1)C(=O)NCN2c1ccccc1` (stereo not drawn) gave iPSC survival up 2.2, CaV13 FRET inh -4, NR2E3 ag-2 -4, Shn3 inh set2 3, Cardio protect -4, m5-HT2A agonist 2, Peg3 promoter 26 and HIF-2a inh 0.
COc1ccc(-n2c(/C=C/c3ccc(O)c(OC)c3)nc3ccccc3c2=O)cc1 was read as iPSC survival up -0.9, NR2E3 ag-1 0, TRPM1 prom inh 4, CaV13 FRET inh -8, NR2E3 ag-2 18, Shn3 inh set2 5, Cardio protect 88*, m5-HT2A agonist 4, Peg3 promoter 56*, HIF-2a inh 24 and PDI turbidity -3.
O=C(O)Cn1cc(C(=O)c2ccccc2)c2ccccc21 was read as iPSC survival up 0.3, NR2E3 ag-1 1, TRPM1 prom inh -14, CaV13 FRET inh -9, NR2E3 ag-2 5, Shn3 inh set2 5, Cardio protect 2, m5-HT2A agonist -3, Peg3 promoter 0, HIF-2a inh 0 and PDI turbidity 4.
O=P(Nc1ccccc1)(Nc1ccccc1)Oc1cccc(Cl)c1 was read as iPSC survival up -2.0, NR2E3 ag-1 -1, TRPM1 prom inh -4, CaV13 FRET inh -8, NR2E3 ag-2 -4, Shn3 inh set2 -5, Cardio protect 13, m5-HT2A agonist 1, Peg3 promoter 38, HIF-2a inh 25 and PDI turbidity 15.
Screening O=C(Nc1cccc2ccccc12)N1CCC2(CC1)OCCO2 returned iPSC survival up 2.4, NR2E3 ag-1 -1, TRPM1 prom inh -6, CaV13 FRET inh 1, NR2E3 ag-2 -33, Shn3 inh set2 0, Cardio protect 1, m5-HT2A agonist -5, Peg3 promoter -53, HIF-2a inh -92 and PDI turbidity -1.
O=C1NC(=O)N(Cc2ccccc2)C(=O)/C1=C\N1CCCc2ccccc21 was read as iPSC survival up 3.0, NR2E3 ag-1 0, TRPM1 prom inh -13, CaV13 FRET inh -5, NR2E3 ag-2 -23, Shn3 inh set2 -33, Cardio protect 0, m5-HT2A agonist 3, Peg3 promoter -3, HIF-2a inh -2 and PDI turbidity 12.
Screening O=C(Cc1ccccc1)N1CCN(C2CCCCCC2)CC1 returned iPSC survival up -2.0, NR2E3 ag-1 2, TRPM1 prom inh 8, CaV13 FRET inh -5, NR2E3 ag-2 3, Shn3 inh set2 -6, Cardio protect -3, m5-HT2A agonist 1, Peg3 promoter 4, HIF-2a inh 9 and PDI turbidity 10.
For CCCN(CC1CC1)CC(O)c1ccccc1 (stereo not drawn) the results were iPSC survival up -0.3, NR2E3 ag-1 -2, TRPM1 prom inh 4, CaV13 FRET inh -4, NR2E3 ag-2 -8, Shn3 inh set2 14, Cardio protect -3, m5-HT2A agonist 3, Peg3 promoter 0, HIF-2a inh 11 and PDI turbidity -1.
For CCCNc1oc(-c2cccc3ccccc23)nc1C#N the results were iPSC survival up -1.2, NR2E3 ag-1 7, TRPM1 prom inh -65, CaV13 FRET inh -6, NR2E3 ag-2 -27, Shn3 inh set2 -37, Cardio protect 0, m5-HT2A agonist 6, Peg3 promoter -126, HIF-2a inh -224 and PDI turbidity -4.
For CC(C)(O)/C=C/C(=O)[C@](C)(O)C1[C@H](O)C[C@@]2(C)C3CC=C4C(C[C@H](O)[C@@H](O)C4(C)C)[C@]3(C)C(=O)C[C@]12C (stereo partly drawn) the results were iPSC survival up -3.5, TRPM1 prom inh 71*, NR2E3 ag-2 40, Shn3 inh set2 46, Cardio protect 1, m5-HT2A agonist 12, Peg3 promoter 61*, HIF-2a inh 30 and PDI turbidity 4.
CCN1CCN(S(=O)(=O)c2ccc(Cl)c(C(=O)Nc3ccc(C(=O)N(CC)CC)cc3)c2)CC1 was read as iPSC survival up 0.1, NR2E3 ag-1 0, TRPM1 prom inh -20, CaV13 FRET inh -6, NR2E3 ag-2 -39, Shn3 inh set2 58, Cardio protect -6, m5-HT2A agonist 1, Peg3 promoter -4, HIF-2a inh 4 and PDI turbidity -2.
Screening CC1CC2(O)c3no[n+]([O-])c3CCC2N1O (stereo not drawn) returned iPSC survival up -2.9, NR2E3 ag-1 5, TRPM1 prom inh 1, CaV13 FRET inh -9, NR2E3 ag-2 -28, Shn3 inh set2 18, Cardio protect 5, m5-HT2A agonist 7, Peg3 promoter 13, HIF-2a inh 6 and PDI turbidity -7.
CCN(CC)c1ccc(C=C2C(=O)NC(=S)NC2=O)cc1 was read as iPSC survival up -0.4, NR2E3 ag-1 0, TRPM1 prom inh 44, CaV13 FRET inh -4, NR2E3 ag-2 -26, Shn3 inh set2 57, Cardio protect -3, m5-HT2A agonist -2, Peg3 promoter 104*, HIF-2a inh 68* and PDI turbidity -2.
Cc1cc(C=C(C#N)C#N)ccc1N1CCCC1 was read as iPSC survival up -0.2, NR2E3 ag-1 1, TRPM1 prom inh -1, CaV13 FRET inh -5, NR2E3 ag-2 6, Shn3 inh set2 -5, Cardio protect -7, m5-HT2A agonist 6, Peg3 promoter -23, HIF-2a inh -25 and PDI turbidity 2.
Screening O=C1NC(=O)C(=Cc2cccc(OCCOc3ccccc3)c2)C(=O)N1 returned iPSC survival up -0.1, NR2E3 ag-1 -2, TRPM1 prom inh -27, CaV13 FRET inh -6, NR2E3 ag-2 -67, Shn3 inh set2 -81, Cardio protect 4, m5-HT2A agonist 0, Peg3 promoter -135, HIF-2a inh -56 and PDI turbidity 0.
O=[N+]([O-])c1ccc(N2CCCC2)c2ccncc12 was read as iPSC survival up 1.6, NR2E3 ag-1 -1, TRPM1 prom inh 4, CaV13 FRET inh -14, NR2E3 ag-2 -6, Shn3 inh set2 39, Cardio protect -12, m5-HT2A agonist 3, Peg3 promoter 20, HIF-2a inh 22 and PDI turbidity 4.
Screening COC(=O)C1=C(c2ccc(S(C)(=O)=O)cc2)C[C@@H]2CC[C@H]1N2C(=O)NC1CC1 returned iPSC survival up -0.2, NR2E3 ag-1 0, TRPM1 prom inh -2, CaV13 FRET inh -5, NR2E3 ag-2 -9, Shn3 inh set2 -13, Cardio protect 6, m5-HT2A agonist -6, Peg3 promoter -7, HIF-2a inh -6 and PDI turbidity 2.
Screening OC1(c2ccc(F)cc2)CC2CCC(C1)N2Cc1nnnn1C1CCCCC1 (stereo not drawn) returned iPSC survival up 1.4, NR2E3 ag-1 0, TRPM1 prom inh -6, CaV13 FRET inh -9, NR2E3 ag-2 -4, Shn3 inh set2 5, Cardio protect 13, m5-HT2A agonist -7, Peg3 promoter 18, HIF-2a inh 15 and PDI turbidity 10.

The list is partial (hit frequency here may not be typical).
